Screening data from PubChem.
HSF1 inh: HSF1 inhibition; NIH3T3-HGL HSE-luciferase, MG132-induced, luminescence 8 h; stronger effect = lower value; activity change, negative = inhibition, % at 7.5 µM (by protocol); 300,000 compounds, 0.77% hits; AID 2098;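 active = more than half of replicate wells show activity change below -50%, luminescence cut by over half; inconclusive = some wells, but at most half, below -50%; inactive = no replicate well below -50%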;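 also: luciferase reports HSF-1 transcriptional activity via heat shock element; 0% = median of DMSO wells and -100% = zero luminescence signal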
aSyn UTR inh: 5' untranslated region of α-synuclein, MLPCN primary screen | inhibition, % (tested at 7.5 µM) | AID 1813 | alpha-synuclein 5'UTR reporter, inhibitor activity | 300,000 compounds, 0.82% hits; in the data active = inhibition above about 60%; inconclusive = no clear call, values can overlap the other calls;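 also: H4 neuroglioblastoma cells stably carrying SNCA 5'UTR luciferase fusion; 0% = DMSO wells and 100% = positive control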
GSK3beta inhib: human GSK3beta kinase inhibition; P49841; GST-GSK3beta kinase, ADP-Glo luminescence, 60 min; stronger effect = lower value; activity score (negative = inhibition), % at 10 µM; 300,000 compounds, 0.038% hits;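 active = more than half of replicate wells score below -50%, meaning over 50% inhibition versus plate controls; inconclusive = some replicates but at most half score below -50%; inactive = no replicate scores below -50%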;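 also: 0% = median DMSO wells and -100% = median GW8510 positive control wells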
Target sequence (P49841 whole entry, looked up): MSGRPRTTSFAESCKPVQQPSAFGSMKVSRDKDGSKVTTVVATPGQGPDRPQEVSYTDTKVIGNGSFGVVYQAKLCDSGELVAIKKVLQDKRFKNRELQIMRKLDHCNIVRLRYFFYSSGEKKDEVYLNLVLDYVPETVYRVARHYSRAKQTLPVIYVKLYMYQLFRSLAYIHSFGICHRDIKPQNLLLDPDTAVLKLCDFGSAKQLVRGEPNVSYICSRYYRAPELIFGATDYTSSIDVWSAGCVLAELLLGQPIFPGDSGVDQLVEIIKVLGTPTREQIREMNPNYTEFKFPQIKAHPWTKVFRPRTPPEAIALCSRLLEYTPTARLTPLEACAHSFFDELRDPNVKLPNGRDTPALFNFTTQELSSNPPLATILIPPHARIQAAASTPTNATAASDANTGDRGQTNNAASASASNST
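test system = GST-tagged human GSK3beta kinase, cell-free | reagent = 25 µM ATP with peptide substrate | dosing = one dose of 10 µM per compound | schedule = 60 min reaction, RT | detection = luminescent ADP-Glo measurement of ADP formed | control set = DMSO neutral wells and GW8510 at 20 µM as positive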
HSF-1 act: increases HSF-1 driven luciferase reporter signal; NIH3T3-HGL HSF-1 luciferase reporter, MG132, 8 h; 100% = twice DMSO control signal; activation, % at 9 µM; 300,000 compounds, 1.7% hits; AID 504408;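 active = mean replicate activation of at least 50% with a set share of replicates each reaching 50%; inconclusive = only one of those two conditions met; inactive = mean below 50% and too few replicates reaching it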;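 also: 0% = median of the neutral control wells and 100% = twice that signal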
IEC-6 cytotox: counter-screen for KLF5 inhibitors: cytotoxicity in IEC-6 cells; inhibition, % at 5 µM; AID 1825; IEC-6 cytotoxicity, luminescence viability; 290,000 compounds, 0.78% hits; in the data active = inhibition above about 22%;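 also: 0% = plate median of test compound wells and 100% = cytotoxic reference compound wells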
GSK3A inh: inhibitors of human GSK-3 alpha kinase; P49840; ADP-Glo luminescence, 60 min; inhibition, % at 10 µM; 320,000 compounds, 0.1% hits; AID 2650;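 in the data active = inhibition above about 50%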;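 also: GST-tagged GSK-3 alpha with peptide substrate and 25 µM ATP; 0% = DMSO neutral wells and 100% = GW8510 positive control wells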
Target sequence (P49840 whole entry, looked up): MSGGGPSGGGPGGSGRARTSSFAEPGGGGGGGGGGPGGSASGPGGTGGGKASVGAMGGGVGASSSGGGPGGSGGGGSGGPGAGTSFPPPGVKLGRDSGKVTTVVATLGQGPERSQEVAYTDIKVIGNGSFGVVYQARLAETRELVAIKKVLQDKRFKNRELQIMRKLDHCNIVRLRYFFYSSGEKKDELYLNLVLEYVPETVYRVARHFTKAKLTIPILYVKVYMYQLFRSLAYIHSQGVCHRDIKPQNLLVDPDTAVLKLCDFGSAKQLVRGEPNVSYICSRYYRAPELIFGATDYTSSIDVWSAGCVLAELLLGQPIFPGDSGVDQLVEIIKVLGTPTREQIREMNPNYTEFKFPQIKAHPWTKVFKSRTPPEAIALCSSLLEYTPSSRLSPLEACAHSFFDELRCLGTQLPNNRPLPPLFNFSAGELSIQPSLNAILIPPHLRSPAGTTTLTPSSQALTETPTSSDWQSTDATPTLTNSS
AI-2 QS modul: Vibrio harveyi AI-2 quorum sensing modulation; 300,000 compounds, 0.4% hits; Vibrio harveyi JMH597 AI-2 luminescence/OD600 ratio, 9 h; stronger effect = lower value; strain lacks LuxN and CqsS sensors; 0 = neutral-control median; activity change, % at 7.5 µM; in the data active = activity change below about -75%, passing the limit was not always enough; inconclusive = no clear call, values can overlap the other calls;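 also: luminescence divided by OD600 gain over 9 h not by final OD600 alone; inactives centre near 13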
HSP90 inh: inhibitors of HSP90 luciferase refolding in rabbit reticulocyte lysate; luciferase refolding luminescence, 3 h; inhibition, % at 5.6 µM; 290,000 compounds, 0.91% hits; AID 1789;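 active = inhibition above the screen-wide mean plus 3 SD, computed separately per campaign, cut at about 16% in these data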;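 also: 0% = DMSO wells and 100% = 60 µM geldanamycin wells; inhibitors lower the luminescence because luciferase stays unfolded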
HIF act: HIF pathway transcriptional activation; U2OS HRE-luciferase reporter, luminescence; normalized: DMSO 0%, desferrioxamine 100%; activation, % at 7.5 µM (by protocol); 300,000 compounds, 0.32% hits;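 active = mean activation of at least 10% of the iron chelator positive control signal, with at least half of replicates also reaching 10%; inconclusive = mean and replicate majority disagree about reaching 10%; inactive = mean and most replicates under 10%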
KLF5 inh: suppresses KLF5 promoter-driven expression | DLD-1 KLF5 promoter-luciferase reporter, luminescence | inhibition, % at 5 µM | 290,000 compounds, 0.23% hits;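 active = inhibition above a per-plate limit of that plate's mean compound inhibition plus 3 SD, cut at about 60% in these data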;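 also: 0% = DMSO wells and 100% = LY294002 at 200 µM; higher means less KLF5 promoter-driven luciferase light; inactives centre near -14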
Starred values were filed as active, the others as inactive; ? = inconclusive; · = not tested or not shown.

molecule,HSF1 inh,aSyn UTR inh,GSK3beta inhib,HSF-1 act,IEC-6 cytotox,GSK3A inh,AI-2 QS modul,HSP90 inh,HIF act,KLF5 inh
C=C(C)C1CC=C(C)/C(=N/NC(=O)c2cccs2)C1 (centres undefined),36.7,-124.0,-0.7,79.7*,-3.3,-2.0,15.0,-6.7,3.3,-6.0
CN(C(=O)CSc1nc(-c2ccc(C(C)(C)C)cc2)c(C#N)c(=O)[nH]1)C1CCCCC1,-1.3,-0.9,-0.9,9.4,-2.0,-8.4,14.7,-4.1,0.6,-7.0
CN1C(=O)C2(NC(=O)c3ccccc3N2C)c2ccccc21 (centres undefined),-6.1,12.8,-4.6,12.9,2.0,-2.5,13.5,3.8,-0.1,-17.3
O=C(Nc1cccc(-c2nc3ccccc3s2)c1)c1cc(=O)c2ccccc2o1,-3.5,-43.9,-0.2,-9.0,-1.6,-3.8,24.6,1.2,2.3,4.5
Cn1nnnc1SCc1cccc(CSc2nnnn2C)n1,·,·,-2.0,·,-2.5,-0.3,11.2,-0.1,·,-11.5
COc1ccc(NC(=O)c2cc3nc(-c4ccccc4)cc(C)n3n2)cc1OC,2.0,30.8,6.1,15.9,-9.8,2.2,-4.7,2.5,0.0,-1.9
COC(=O)c1sccc1NC(=O)c1ccc(C)cc1,-8.5,-20.7,3.3,6.5,1.9,-2.3,15.8,-2.1,-13.6,-14.1
CNc1nc2ccccc2n1CC(=O)c1ccccc1,13.6,-35.8,2.1,27.7,7.5,-2.1,23.0,3.8,-0.9,-19.3
CN(C(=S)Nc1ccccc1)c1ccccc1,4.8,-27.3,2.0,16.5,-1.5,-1.2,15.6,-2.0,1.0,-15.4
NS(=O)(=O)c1ccc(NNC(=O)c2cccs2)cc1,-4.2,-7.1,6.6,2.8,1.7,1.5,18.5,3.0,-0.9,-31.8
O=C(CCc1ccccc1)NNC(=O)COc1ccc([N+](=O)[O-])cc1,-2.1,-4.8,-0.7,5.2,4.5,3.7,12.8,-0.5,0.0,-24.8
Cc1ccc(NC(=O)CCCc2c[nH]c3ccccc23)nc1,-1.1,-1.0,1.8,-7.1,-0.6,-3.1,3.2,2.1,0.2,-14.8
CC(C)C(NC(=O)c1ccc(F)cc1)C(=O)OCC(=O)N1CC(=O)Nc2ccccc21 (centres undefined),-8.1,-5.9,3.2,-5.9,-5.4,-1.5,31.9,-1.0,0.2,-6.7
Cc1ccc(C(=O)OCC(=O)Nc2c(C)n(C)n(-c3ccccc3)c2=O)cc1[N+](=O)[O-],3.7,20.9,2.6,2.7,2.6,-0.7,23.4,2.2,-0.7,11.0
Cc1ccc(S(=O)(=O)N2CCN(Cc3cc(C(C)C)ccc3O)CC2)cc1,-9.2,5.7,2.8,-7.9,-4.5,-1.1,6.4,-0.3,0.0,-22.6
O=C(CCCN1C(=O)c2ccccc2C1=O)NCc1cccnc1,-9.4,8.1,-3.8,-2.3,-3.9,0.5,6.5,0.8,0.4,4.5
COc1cc2ccccc2cc1C(=O)Nc1ccncc1,24.4,-70.2,1.6,12.7,·,2.8,20.2,·,1.9,·
COc1ccccc1C(=O)NC(CCSC)C(=O)NCC(c1ccccc1OC)N1CCCC1 (centres undefined),1.9,3.5,-0.8,21.1,·,-1.5,11.3,·,0.1,·
Cn1c(N)c(C(=O)COC(=O)c2cccnc2Cl)c(=O)n(C)c1=O,-4.2,-8.6,3.6,10.9,0.2,-2.0,37.9,-6.7,0.1,-6.5
O=C(Oc1cccc(NC2=NS(=O)(=O)c3ccccc32)c1)c1cccnc1,3.6,-4.6,-3.1,2.2,-1.6,-0.9,4.9,0.3,0.0,-18.4
Cc1nn(-c2nc3ccccc3s2)c(N)c1-c1ccccc1,29.4,-224.2,5.8,48.2,-2.6,-0.7,9.2,-7.9,3.6,-174.1
COc1ccc(Cl)cc1C(=O)NNC(=O)CCNC(C)=O,1.1,-2.4,-0.7,-5.8,-1.3,-3.2,9.7,0.2,-0.8,-4.7
Cc1nn(CC(=O)Nc2ccc(N3CCOCC3)cc2)c(C)c1Cl,1.0,-24.4,1.8,6.1,1.9,1.4,32.3,-2.8,0.2,-27.8
Nc1ccc(-n2nnnc2-c2ccco2)cc1,9.1,6.2,-2.2,11.0,7.8,3.0,12.7,2.6,0.9,-20.5
CCc1ccc(NC2=NCC(=O)N2c2ccc3c(c2)OCCO3)cc1,-6.2,5.7,2.3,-7.8,-2.6,-2.0,33.9,2.9,1.4,12.7
CCN(CC)C(=O)CSc1nc(N)c(C#N)c(-c2cccs2)c1C#N,-0.7,33.0,-4.3,-18.9,1.7,1.5,27.5,-5.2,-0.1,-12.7
CCOC(=O)C1=C(C)Nc2nc(SCc3cccnc3)nn2C1c1ccc(OC)cc1 (centres undefined),8.1,1.0,-1.1,-2.8,-3.8,3.2,19.8,0.2,0.0,1.1
O=C(NCc1ccon1)C1CCC(=O)N(CCc2cccc(F)c2)C1 (centres undefined),-11.9,1.7,-1.0,-5.7,-7.0,·,10.4,-4.0,-21.1,-31.1
N#C/C(=C\c1ccc(OCc2ccccc2)cc1)C(=O)Nc1ccc(C(=O)O)cc1,11.2,-95.8,1.2,16.6,-6.7,-1.8,13.9,-4.1,3.3,-96.1
Cc1ccc(-c2nnc(N(C)C(=O)c3ccncc3)s2)cn1,-0.6,-77.4,0.4,4.1,-2.6,0.9,9.6,-5.0,-0.7,-21.8
Cn1c(SCC(=O)Nc2nc(C(C)(C)C)cs2)nnc1C1CC1,2.3,10.7,-1.5,5.8,5.8,-2.7,6.9,0.7,-1.2,-16.8
OCCC1CN(Cc2cnn(-c3ccccc3Cl)c2)CCN1Cc1ccsc1 (centres undefined),2.5,-26.3,-1.0,4.3,-4.8,·,7.5,0.1,0.3,-13.1
CC1(O)C(=O)C=C2C=C(C3CC3)OC=C2C1=O (centres undefined),-3.9,10.3,-3.0,-22.8,·,0.7,14.2,·,-0.3,·
O=C(c1ccc([N+](=O)[O-])o1)N1CCc2ccccc21,20.2,-190.3,-2.4,24.8,29.7*,6.2,?,-2.7,1.0,-60.9
Cc1ccc(S(=O)(=O)NC2CCCC2)cc1C(N)=O,-3.7,12.9,0.9,-13.7,2.5,0.5,8.4,10.8,0.1,-1.2
CC(C)C(O)(C#CCN1CCCCC1)C(C)C,2.6,-3.2,-1.7,4.8,-10.3,0.3,-0.3,1.2,0.0,-9.9
CN1CCN(c2ccc([N+](=O)[O-])cc2C(=O)c2ccc(Br)cc2)CC1,-8.2,67.4*,-0.3,-4.2,5.5,0.9,4.7,3.8,1.1,-4.4
Cc1ccc(-n2cnn(-c3ccc([N+](=O)[O-])cc3[N+](=O)[O-])c2=O)cc1,6.7,-44.0,2.7,18.5,0.3,-1.9,2.6,5.9,-1.6,0.9
Cc1c(CCOC(=O)c2ccc([N+](=O)[O-])cc2)sc[n+]1CC(=O)c1ccccc1,-5.9,-19.9,1.3,8.2,-10.0,17.5,21.7,4.4,0.1,-25.6
O=S(=O)(c1ccc(F)cc1)n1ccc2cccnc21,-2.4,11.4,0.1,-2.0,-2.8,-1.8,-0.7,1.9,0.3,-27.8
COc1ccccc1OCC(=O)Nc1c2c(nn1-c1ccc(C)cc1)CS(=O)(=O)C2,-2.1,19.5,0.3,-17.9,·,-1.9,8.6,·,-1.0,·
CN(C)c1ccc(C2NC(=O)c3ccccc3N2)cc1 (centres undefined),53.6,-130.6,1.6,78.2*,2.5,2.3,-2.2,15.4,-33.6,-58.2
CCN(CC)c1ccc(/C=N/N=C(N)N)c(O)c1,-7.5,86.9*,-1.3,-10.3,68.9*,-0.9,3.9,3.8,0.7,74.7*
Cc1ccc(NC(=O)NC2CCCCCCC2)cc1C,·,·,-3.1,·,-6.9,·,21.6,-5.7,·,-180.7
Cc1oc(-c2cccc(Cl)c2)nc1CN1CCCC(C(=O)NC(C)c2ccc3c(c2)OCCO3)C1 (centres undefined),27.1,33.1,-1.1,54.5*,-1.1,-3.0,18.4,3.6,-0.3,-12.3
CC(=O)OCc1nc2sc3c(c2c(=O)[nH]1)CCCC3,-11.6,-6.6,-0.7,-9.7,5.2,3.6,12.4,5.7,-0.5,-24.6
COc1ccc(/C=C/C(=O)OCC(=O)Nc2ccc(C)cc2)cc1S(=O)(=O)N1CCOCC1,4.1,-16.2,0.5,12.2,4.1,-2.2,2.0,0.3,0.1,-14.6
CCC(C(=O)OC)n1cnc2scc(-c3ccc(C)c(C)c3)c2c1=O (centres undefined),0.2,20.6,1.7,4.1,5.1,-0.4,65.3,-1.4,2.0,-8.3
O=C(NCC(=O)N1CC(O)CC1C(=O)N1CCCC1C(=O)OCc1ccccc1)OCc1ccccc1 (centres undefined),2.7,2.8,3.4,38.7,-6.0,-1.9,13.2,-6.7,-1.8,-17.1
CCn1cc([N+](=O)[O-])c(C(=O)N2CCCC2)n1,-10.7,3.8,2.3,-10.3,-0.5,·,20.8,1.7,-0.3,-24.5
Cc1ccc2c(c1)N(CC(=O)NCCCc1ccccc1)C(=O)c1cccnc1O2,-2.0,-0.2,-8.1,-2.3,-2.1,1.2,3.6,-3.6,-0.2,-10.6
CCCCNC(=O)Nc1ccnn1C1CCCCC1,-1.1,-4.3,-9.2,1.1,-2.1,-0.7,39.1,1.1,-0.2,-16.1
CCOC(=O)CSc1nc(C2CC2)cc(-c2ccc(F)cc2)c1C#N,-3.5,18.9,1.4,13.3,-7.9,·,15.5,0.0,0.7,-17.5
CCCOC(=O)/C(=C\C=C\c1ccccc1)NC(=O)c1ccccc1,-5.2,8.5,1.7,12.9,5.3,0.8,14.1,1.1,-0.2,-20.0
CCOC(=O)C1CCN(C(c2cccs2)c2sc3nc(C)nn3c2O)CC1 (centres undefined),-2.2,3.9,1.5,-16.6,2.8,-1.8,20.1,2.9,-0.3,-3.5
Cc1ccc(CCNC(=O)C2CC(=O)N(C3CCCCC3)C2)cc1 (centres undefined),-0.8,-3.1,1.1,-4.5,-6.9,-14.0,13.7,-0.5,0.3,-11.5
COc1ccc(CNC(=O)COC(=O)Cc2ccsc2)cc1,2.3,1.8,-0.1,-4.2,-5.0,-2.1,-58.9,-4.2,-0.2,24.4
